Growth percent in the NCI-60 one-dose screen (48 h, 10 µM unless noted): 100 = growth as untreated, 0 = no growth, -100 = all killed.
SF-268: SF-268 CNS cancer cells. AID 1794759. 3.1% of 82,000 active
SF-295: SF-295 CNS cancer cells; 5.6% of 79,000 active
CAKI-1: CAKI-1 renal cancer | 4.7% of 75,000 active | AID 1794772
SN12C: SN12C renal cancer cells. 3.8% of 81,000 active
786-0: 786-0 renal cancer cells | 5.1% of 81,000 active
TK-10: TK-10 renal cancer cells; 3.9% of 81,000 active; AID 1794769
UO-31: UO-31 renal cancer | 5.2% of 81,000 active | AID 1794768
U251: U251 CNS tumor cells. 5.4% of 80,000 active
Active calls of the source: *; . = no result given; & = joins results of further samples; [ ] = remark or other dose. Rule for the calls: active = growth percent below 10; inactive = the rest.

1. CN(C)CC(O)c1ccc2cc(Br)c3ccccc3c2c1 (stereo not given)
2. COc1ccc(C2CC(c3ccc(Nc4ccnc5cc(Cl)ccc45)cc3)=NN2c2ccccc2)cc1 (stereo not given)
3. COc1cc(-c2nc(-c3nnc(-c4ccccc4Cl)o3)c3ccccn23)cc(OC)c1OC
4. CC1=CCCC(=O)O1
5. CC1(C)OC(=O)C(=NNc2cccc3c2C(=O)c2ccccc2C3=O)C(=O)O1
6. COc1cc(/C=C/C(=O)c2ccc(C(F)(F)F)cc2)ccc1Oc1nc(Nc2ccc(F)cc2)nc(N(C)C)n1
7. CCOc1cc(/C=N\Nc2ccc([N+](=O)[O-])cn2)ccc1O
8. O=C(O)c1cc(Cl)c2ccccc2c1O
Compound	1	2	3	4	5	6	7	8
SF-268	59	108	.	110	79	65	106	94
SF-295	76	107	78	107	100	64	120	95
CAKI-1	73	85	86	97	71	70	84	91
SN12C	54	92	83	106	95	70	106	84
786-0	54	100	105	100	78	72	110	90
TK-10	82	109	106	109	97	88	119	178
UO-31	58	94	68	93	57	50	103	55
U251	56	82	97	99	65	74	112	98

9. Nc1ccc(CCCCc2ccc(Cl)cc2Cl)cc1
10. COc1ccc(C(=O)/C=C/c2ccc(C)cc2)cc1S(N)(=O)=O
11. Nc1c(Br)cc2c([nH]c(=O)c3ccccc32)c1Br
12. O=C(NCc1ccccc1)C(c1ccc(O)c(O)c1O)N(C(=O)c1cc(O)c(O)c(O)c1)c1ccc(F)cc1 (stereo not given)
13. COc1ccc(NC(=O)Cc2ccc(N=C(N)N=C(N)N)cc2)cc1
14. O=C(CCCCCCN1CC(=O)N2[C@H](c3cc(Br)cs3)c3[nH]c4ccccc4c3C[C@H]2C1=O)NO
15. CC(C)(C)OC(=O)NC(=O)OC(C)(C)C
16. CC1(C)CC(=O)C2=C(C1)N(CCc1ccc(S(N)(=O)=O)cc1)C1=C(C(=O)CC(C)(C)C1)C2c1ccccc1
Compound	9	10	11	12	13	14	15	16
SF-268	95	72	98	99	91	67	109	107
SF-295	98	91	94	102	99	46	105	100
CAKI-1	95	74	67	103	97	44	100	91
SN12C	97	6.4*	87	91	100	54	104	106
786-0	93	41	101	96	105	77	98	98
TK-10	101	73	142	92	109	32	103	103
UO-31	63	37	47	92	84	40	93	89
U251	90	17	.	90	100	33	101	103

Reformatted in markdown: entries from further up.
| no. | Compound | SF-268 | SF-295 | CAKI-1 | SN12C | 786-0 | TK-10 | UO-31 | U251 |
| --- | --- | --- | --- | --- | --- | --- | --- | --- | --- |
| 10 | COc1ccc(C(=O)/C=C/c2ccc(C)cc2)cc1S(N)(=O)=O | 72 | 91 | 74 | 6.4* | 41 | 73 | 37 | 17 |
| 3 | COc1cc(-c2nc(-c3nnc(-c4ccccc4Cl)o3)c3ccccn23)cc(OC)c1OC | . | 78 | 86 | 83 | 105 | 106 | 68 | 97 |
| 7 | CCOc1cc(/C=N\Nc2ccc([N+](=O)[O-])cn2)ccc1O | 106 | 120 | 84 | 106 | 110 | 119 | 103 | 112 |

(more compounds)
17. Cc1ccc(S(=O)(=O)Nc2ccc(-c3cc(-c4ccccc4F)c(C#N)c(N)n3)cc2)cc1
18. COc1cccc(C2NCCc3cc(OC)c(OC)cc32)c1 (stereo not given)
19. NC(=O)c1noc(C(=O)c2ccccc2)c1N
20. CCSc1ccc([C@@H]2[C@@H](O)C(=O)N2c2cc(OC)c(OC)c(OC)c2)cc1
21. COc1ccc(/C(C)=N/NC(=O)CSc2nc3ccccc3c(=O)n2Cc2ccc(S(N)(=O)=O)cc2)c(OC)c1
22. CC(=O)CC(=O)N1CCN(C(=O)CC(C)=O)CC1
23. O=C(Nc1cccc(Cl)c1)N(C1CCCCC1)C1CCCCC1
24. Cc1sc2ncn3nc(CC#N)nc3c2c1C
Compound	17	18	19	20	21	22	23	24
SF-268	77	96	98	31	92	102	97	104
SF-295	93	90	99	18	99	102	99	92
CAKI-1	37	98	99	.	90	103	.	.
SN12C	78	103	100	39	100	107	103	96
786-0	94	107	98	14	105	97	91	100
TK-10	145	96	92	77	108	94	88	118
UO-31	59	79	90	51	80	89	78	76
U251	80	99	86	21	103	98	93	93

25. Clc1ccc2nc(Nc3cccc(Oc4ccccc4)c3)[nH]c2c1
26. CC(=O)N1N=C(c2ccc(F)cc2)CC1c1cccc(Nc2ccnc3cc(C(F)(F)F)ccc23)c1 (stereo not given)
27. c1csc(-c2c3ccc(=[N+]4CCCCC4)cc-3oc3cc(N4CCCCC4)ccc23)c1
28. COc1ccc(-c2nc3ccccc3n2CC(=O)N=Nc2c(O)[nH]c3ccc(Br)cc23)cc1
29. O=Cc1cc2ccccc2nc1Nc1nccs1
30. CCCCCCCCCCCCCCCCCC[n+]1ccc2c(C)c3c(c(C)c2c1)c1cc(O)ccc1n3CC
31. COc1ccc(OC)c(-c2nc3ccc(-c4nc5ccc(N6CCN(C)CC6)cc5[nH]4)cc3[nH]2)c1
32. CS(=O)(=O)c1ccc(C(=S)Nc2ccc(Cl)c(-c3ccccn3)c2)c(Cl)c1
Compound	25	26	27	28	29	30	31	32
SF-268	102	74	-89*	96	55	4.8*	98	93
SF-295	91	93	-54*	81	93	-1.2*	111	93
CAKI-1	71	.	-70*	75	80	71	106	72
SN12C	90	99	-65*	97	46	1.8*	106	98
786-0	97	98	-93*	97	69	5.5*	85	105
TK-10	75	90	-93*	95	101	18	112	142
UO-31	60	63	-82*	67	31	40	75	74
U251	92	91	-72*	105	70	-35*	80	98

3 compounds picked at random from those above, as already listed:
29. O=Cc1cc2ccccc2nc1Nc1nccs1
28. COc1ccc(-c2nc3ccccc3n2CC(=O)N=Nc2c(O)[nH]c3ccc(Br)cc23)cc1
25. Clc1ccc2nc(Nc3cccc(Oc4ccccc4)c3)[nH]c2c1
Compound	29	28	25
SF-268	55	96	102
SF-295	93	81	91
CAKI-1	80	75	71
SN12C	46	97	90
786-0	69	97	97
TK-10	101	95	75
UO-31	31	67	60
U251	70	105	92

Part of the list above, as tab-separated lines:
no.	compound	SF-268	SF-295	CAKI-1	SN12C	786-0	TK-10	UO-31	U251
27	c1csc(-c2c3ccc(=[N+]4CCCCC4)cc-3oc3cc(N4CCCCC4)ccc23)c1	-89*	-54*	-70*	-65*	-93*	-93*	-82*	-72*
28	COc1ccc(-c2nc3ccccc3n2CC(=O)N=Nc2c(O)[nH]c3ccc(Br)cc23)cc1	96	81	75	97	97	95	67	105

(continued)
33. CCOC(=O)c1c(-c2ccc(N(C)C)cc2)c(C#N)c(=O)n(-c2cccc(C(F)(F)F)c2)c1N
34. CCOC(=O)c1csc(NC(=O)COc2ccc(/C=C3\Oc4cc(OC)ccc4C3=O)cc2)n1
35. O=C(N[C@@H](CC(=O)N1CCn2c(nnc2C(F)(F)F)C1)Cc1cc(F)c(F)cc1F)c1ccc(O)cc1
36. CCOC(=O)c1c(N)sc2c1CCCC2
37. CSc1ncc(Br)c(Nc2ccc(C)cc2)n1
38. CCOC(=O)CC1CSC(Nc2ccc(Cl)cc2)=N1 (stereo not given)
39. CC1c2ccccc2N(S(=O)(=O)c2ccccc2)C1C (stereo not given)
40. O=C(N/N=C/c1ccccc1O)c1cc(-c2nc3ccccc3[nH]2)nc2ccccc12
Compound	33	34	35	36	37	38	39	40
SF-268	96	113	90	59&109	97	98	102	89
SF-295	97	101	102	102&112	108	99	95	96
CAKI-1	89	96	101	63&105	.	94	74	79
SN12C	92	92	102	89&130	98	106	105	84
786-0	99	96	103	70&106	104	93	102	105
TK-10	96	113	85	63&142	114	80	100	148
UO-31	91	99	87	58&101	77	89	76	55
U251	98	86	92	77&118	95	96	88	97

As entered above.
In CAKI-1, `CC1c2ccccc2N(S(=O)(=O)c2ccccc2)C1C` (stereo not given) has 74
In SF-268, `CCOC(=O)c1csc(NC(=O)COc2ccc(/C=C3\Oc4cc(OC)ccc4C3=O)cc2)n1` has 113

Other records.
41. C=CCOC(=O)CC
42. COC(=O)C1=C(C(=O)c2cccc(OC)c2OC)C(c2c(F)cccc2Cl)C(C#N)=C(N)O1 (stereo not given)
43. O=C(Nc1ccc(S(=O)(=O)Nc2nccs2)cc1)c1ccncc1
44. Cc1nc2ccc(Nc3nc(N4CCOCC4)nc(N4CCN(C)CC4)n3)cc2n1Cc1ccccc1
45. CCOC(=O)C(CC)(CCc1ccccc1[N+](=O)[O-])C(=O)OCC
46. COc1cccc2nc(Nc3ccc(NC(=O)c4ccc5c(c4)OCCO5)cc3)ccc12
47. CC(O)C(NC(=O)OCc1ccccc1)C(=O)NCC(=O)NCC(=O)OCc1ccccc1 (stereo not given)
48. Cc1cccc(NC(=O)CSc2nc3ccccc3[nH]2)c1
Compound	41	42	43	44	45	46	47	48
SF-268	101	103	111	69	93	107	106	95
SF-295	103	100	98	90	96	96	94	105
CAKI-1	99	96	97	102	87	97	113	83
SN12C	107	.	101	113	113	93	103	99
786-0	98	102	107	73	89	88	108	103
TK-10	98	96	101	87	97	103	92	106
UO-31	95	92	89	63	64	92	87	75
U251	102	104	.	73	92	100	.	101

49. CNc1n[nH]c(-c2ccccc2)n1
50. Cc1c(C(=O)C(SC(=S)N2CCN(C(=O)OC(C)(C)C)CC2)SC(=S)N2CCN(C(=O)OC(C)(C)C)CC2)nnn1-c1ccc(Cl)cc1
51. NC1=NN(c2ccccc2)C2=NC(=O)NC(c3ccccc3)C12 (stereo not given)
52. C[C@@]1(N2C(=O)OC[C@@H]2c2ccccc2)C(=O)N([C@H](CC(=O)N2CCC(N3CCCCC3)CC2)C(=O)NCc2cccc(C(F)(F)F)c2)[C@@H]1/C=C/c1ccccc1
53. Cc1ncc(CCO)c(CO)c1O
54. COc1ccc(-c2nc3ccc4[nH]ncc4c3c3c2CCCC3)cc1B(O)O
55. Cc1cc(C)c(-n2cnc3c(=O)[nH]c(N)nc32)cc1C
56. Nc1c(O)cccc1O
Compound	49	50	51	52	53	54	55	56
SF-268	105	99	105	63	150	56	105	103
SF-295	119	105	90	100	100	56	68	109
CAKI-1	89	95	82	83	84	-1.6*	98	117
SN12C	102	102	89	74	93	52	113	88
786-0	93	111	94	70	116	64	103	108
TK-10	101	121	85	79	93	49	175	131
UO-31	91	75	76	58	88	34	93	85
U251	105	89	85	38	96	78	110	106

57. CC(C)(C)n1cc(-c2ccnc(NCCNS(=O)(=O)c3ccccc3)c2)c(-c2ccccc2)n1
58. O=c1c(-c2nc3ccccc3[nH]2)cc2ccccc2n1Cc1cn(Cc2ccccc2Cl)nn1
59. COc1ccc(/C=C(\C#N)C(=O)N2c3ccccc3Sc3ccc(SC)cc32)cc1F
60. Nc1ccc(N)c2c1C(=O)c1cccc([N+](=O)[O-])c1C2=O
61. COc1cc(OC)c(S(=O)(=O)NNC(=O)c2ccncc2)cc1C1=NN(C(N)=S)C(c2ccc(Cl)cc2)C1 (stereo not given)
62. COc1ccc(C(C)=O)cc1S(=O)(=O)Nc1c(N)nc(OC)n(C)c1=O
63. C=C1C(=O)O[C@H]2[C@H]1CC/C(COC(=O)/C=C\C(=O)NCc1ccc(Cn3c(=O)sn(-c4ccccc4)c3=O)cc1)=C\CC[C@@]1(C)O[C@@H]21
64. COc1ccc2c(c1)N(CCO)C1=C(C(=O)OC1)C2c1cccc(F)c1 (stereo not given)
Compound	57	58	59	60	61	62	63	64
SF-268	100	45	92	57	96	99	99	35
SF-295	85	33	104	21	102	96	103	-16*
CAKI-1	92	77	69	5.0*	92	93	65	31
SN12C	90	12	99	26	99	100	83	45
786-0	77	-20*	84	17	101	83	71	28
TK-10	110	31	97	45	114	88	67	61
UO-31	65	-66*	76	33	81	82	59	46
U251	68	38	93	34	102	95	84	17

65. O=C(Nc1ccccc1Cl)Oc1c(Cl)c(Cl)c(Cl)c(Cl)c1Cl
66. CCN(CC)CCOCCOC(=O)C(CC)(CC)c1ccccc1
67. Cc1cc(C(=O)N2Cc3ccccc3CC2C(N)=O)c(F)cc1F (stereo not given)
68. CCN(CC)CCOC(=O)c1ccc(NC(=O)OCCCOC(=O)Nc2ccc(C(=O)OCCN(CC)CC)cc2)cc1
69. COc1ccc(C2=C/C(=C\c3ccc(Cl)cc3)C(=O)NN2C(=S)NN)cc1
70. Oc1ccc(/C=N/c2n[nH]c(-c3cccnc3)n2)c(O)c1O
Compound	65	66	67	68	69	70
SF-268	98&100	101	105[50 µM]	100	96	89
SF-295	110&96	100	100[50 µM]	99	96	96
CAKI-1	81	85	84[50 µM]	92	.	.
SN12C	97&95	87	97[50 µM]	95	104	102
786-0	105&99	95	106[50 µM]	91	104	94
TK-10	157&132	97	105[50 µM]	103	129	88
UO-31	70&76	71	86[50 µM]	97	80	89
U251	97&100	98	103[50 µM]	101	104	89

Screens deposited in PubChem BioAssay by NCI.
